GAA850 FXN act – frataxin GAA850 promoter activation | HEK293 lucGAA850 FXN promoter luciferase reporter, 24 h; percent of 10 µM SAHA response | activation, % at 6 µM | actives 0.56% (n = 360,000) | AID 540364;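 active = activation above the average of all compounds screened plus 3 SD, cutoff fixed separately per campaign, cut at about 7.5% in these data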;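 note: 0% = DMSO wells and 100% = 10 µM SAHA wells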
proKLK7 act – activates the human kallikrein-7 zymogen; P49862; purified proKLK7, EDANS-DABCYL substrate fluorescence; 100% is mature enzyme control, 0% vehicle; activation, % at 7 µM; actives 0.9% (n = 370,000); AID 652039;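 active = activation above the mean of all tested compounds plus 3 SD, computed per campaign excluding outliers beyond control limits, cut at about 13% in these data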
GC-B act – GC-B (human) receptor activation | P20594 | HEK293-GC-B cells, CNP EC30, cGMP TR-FRET; 0% at EC30 CNP, 100% saturating CNP | activation, % at 10 µM | actives 0.11% (n = 370,000) | AID 1920062;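 active = activation at 10 µM reaching about 35% in either raw or pattern-adjusted values, limit read from the data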
NPR1 activator – GC-A (human) enzyme activation; P16066; HEK293 GC-A cells, cGMP TR-FRET, EC30 ANP; 0% at EC30 ANP, 100% saturating ANP; activation, % at 10 µM; actives 0.14% (n = 370,000); AID 1671463; in the data active = activation above about 40%
Target sequence (P16066 whole entry, looked up): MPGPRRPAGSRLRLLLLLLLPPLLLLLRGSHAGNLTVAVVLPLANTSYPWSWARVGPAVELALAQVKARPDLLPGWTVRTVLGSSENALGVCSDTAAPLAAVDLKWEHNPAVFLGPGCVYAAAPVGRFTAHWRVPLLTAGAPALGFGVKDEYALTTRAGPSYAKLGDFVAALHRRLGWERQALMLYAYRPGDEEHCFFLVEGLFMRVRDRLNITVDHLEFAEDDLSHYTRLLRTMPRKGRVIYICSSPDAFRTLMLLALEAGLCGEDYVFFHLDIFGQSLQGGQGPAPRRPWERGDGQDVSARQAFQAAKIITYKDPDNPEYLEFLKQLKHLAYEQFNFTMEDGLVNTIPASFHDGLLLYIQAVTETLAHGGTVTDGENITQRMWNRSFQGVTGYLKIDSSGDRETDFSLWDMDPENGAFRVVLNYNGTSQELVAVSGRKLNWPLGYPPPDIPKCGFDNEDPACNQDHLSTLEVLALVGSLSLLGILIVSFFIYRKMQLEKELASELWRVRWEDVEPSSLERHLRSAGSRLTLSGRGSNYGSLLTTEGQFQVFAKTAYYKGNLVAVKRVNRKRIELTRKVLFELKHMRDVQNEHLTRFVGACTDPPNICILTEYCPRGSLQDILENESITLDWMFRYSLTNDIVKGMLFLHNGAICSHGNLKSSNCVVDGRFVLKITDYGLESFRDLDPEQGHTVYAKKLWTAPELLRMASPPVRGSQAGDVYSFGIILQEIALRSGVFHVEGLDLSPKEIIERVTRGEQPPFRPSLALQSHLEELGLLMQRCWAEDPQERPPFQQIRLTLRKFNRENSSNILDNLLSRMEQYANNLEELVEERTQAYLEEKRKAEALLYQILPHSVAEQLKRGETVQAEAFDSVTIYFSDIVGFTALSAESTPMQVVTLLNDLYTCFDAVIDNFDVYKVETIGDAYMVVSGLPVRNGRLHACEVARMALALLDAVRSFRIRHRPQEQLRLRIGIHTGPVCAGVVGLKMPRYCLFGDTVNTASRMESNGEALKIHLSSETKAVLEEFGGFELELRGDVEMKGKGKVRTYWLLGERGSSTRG
hgDAF12 agonist – hgDAF-12 agonism, primary luciferase screen; actives 1.8% (n = 370,000); activation, % at 6.8 µM; AID 687014; HEK293 GAL4-hgDAF12 UAS-luciferase reporter, agonist luminescence; normalized to butyrate control;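 active = activation above a cutoff set at the mean of all screened compounds plus 3 SD, cut at about 10% in these data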;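 note: 0% = DMSO wells and 100% = sodium butyrate wells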
SMARCA2 activ – SMARCA2 function activation, primary screen. MG213 cells, MMTV-luciferase reporter, dexamethasone, overnight. activation, % at 9.1 µM. actives 1% (n = 370,000); in the data active = activation above about 7.8%;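 note: 0% = vehicle wells and 100% = reference activator wells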
ssDAF12 agonist – S. stercoralis DAF-12 activation, primary screen | HEK293 ssDAF-12/GRIP1 lit1-tk-luc reporter, luminescence; % of 3 µM dafachronic acid response | activation, % at 6.8 µM | actives 1% (n = 370,000) | AID 652126;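 active = activation above the mean over all tested compounds plus 3 SD, cut at about 0.9% in these data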;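 note: 0% = DMSO-only wells and 100% = 3 µM delta7-dafachronic acid wells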
DAX1 inh-1 – inhibitors of DAX1 repression of SF-1 activated StAR promoter | HEK293T StAR-luciferase reporter, SF-1/DAX-1 repression relief | inhibition, % at 6.8 µM | actives 1.1% (n = 370,000) | AID 652010;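 active = inhibition above the mean over all tested compounds plus 3 SD, cut at about 3.6% in these data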;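 note: 0% = DAX-1 cells with DMSO and 100% = cells lacking DAX-1 with DMSO; higher inhibition means more luminescence from relief of DAX-1 repression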
sPLA2-III inh – Inhibits HGIII-sPLA2 liposome hydrolysis, primary screen | Q9NZ20 | QFRET BODIPY PC-A2 liposome hydrolysis, fluorescence | inhibition, % at 12.2 µM | actives 0.56% (n = 370,000);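 active = inhibition above mean plus 3 SD of compounds lying within the high and low control bounds, cut at about 19% in these data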;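 note: 0% = median of test compound wells and 100% = no enzyme DMSO wells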
DAX1 inh-2 – NR0B1 (DAX1) inhibition; HEK293 Gal4-DAX1 luciferase reporter, luminescence; inhibition, % at 6.75 µM; actives 0.99% (n = 340,000); AID 504766;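 active = inhibition above the mean over all tested compounds plus 3 SD, cut at about 4.2% in these data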;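 note: 0% = DAX1-transfected cells with DMSO and 100% = empty-vector control cells with DMSO; inhibition shows as a rise in luminescence from relieved DAX1 repression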
hcDAF-12 act – activators of H. contortus DAF-12 nuclear receptor; HEK293 hcDAF-12 lit1-tk-luc reporter, luminescence; 0% DMSO, 100% Δ7-dafachronic acid; activation, % at 6.8 µM; actives 1.4% (n = 370,000); AID 652067;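 active = activation above the mean of all tested compounds plus 3 SD, cut at about 5.5% in these data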;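 note: 100% = response to 3 µM Δ7-dafachronic acid high control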
The depositor's hits bear a star; nt = not tested or not shown.

Every second line gives: GAA850 FXN act	proKLK7 act	GC-B act	NPR1 activator	hgDAF12 agonist	SMARCA2 activ	ssDAF12 agonist	DAX1 inh-1	sPLA2-III inh	DAX1 inh-2	hcDAF-12 act
COc1ccc(Br)cc1/C=C/C(=O)NC(=S)Nc1ccc(Cl)c(C(=O)O)c1
  -0.8	-0.9	-9	-5	-0.9	-1	-0.8	-0.6	-7	-1.8	-1.7
Cn1nnnc1Sc1ncnc2scc(-c3cccc(F)c3)c12
  -7.8	0.7	6	3	-7.3	-1	-1.7	-1.5	3	-3.1	-2.9
COc1ccc(S(=O)(=O)N(C)C[C@H]2Oc3ccc(NC(=O)Cc4cn(C)c5ccccc45)cc3C(=O)N([C@@H](C)CO)C[C@@H]2C)cc1
  -1.5	0.7	-2	-4	-0.7	-2	-0.7	-0.4	-48	1.1	0.5
Cc1cccc(C)c1NC1=C(Cl)C(=O)OC1OC(=O)c1ccccc1 (configuration not stated)
  2.2	0.0	2	0	2.9	-4	-0.5	-0.4	-25	0.2	-1.3
Cc1nnc(NC(=O)C2CC(=O)N(C(C)c3ccccc3)C2)s1 (configuration not stated)
  0.8	-0.2	5	3	-0.1	-2	-0.2	0.2	10	-1.0	-0.6
CC(=O)Nc1c(O)nc(SCC(=O)N2CCCCC2)[nH]c1=O
  -1.1	0.6	2	1	-1.5	2	-1.3	0.8	3	0.0	0.6
CC1CCc2nc(NC(=O)CCSc3ccccc3)sc2C1 (configuration not stated)
  -1.3	-0.1	9	-1	-1.7	-5	-2.0	0.2	8	0.5	-0.8
O=c1c(-c2ccccc2)coc2c(CN3CCOCC3)c(O)ccc12
  2.0	45*	8	0	0.7	0	-1.9	-0.6	5	-0.3	-0.4
COc1ccc(NS(=O)(=O)NC(=O)c2c[nH]c3ccccc23)cc1
  -4.1	-0.3	3	-1	1.9	-3	-0.5	0.3	1	-0.1	5.8*
CC(=O)c1ccccc1OC(=O)COc1ccc([N+](=O)[O-])cc1
  -0.7	-0.9	-8	9	-2.1	4	-1.2	0.1	2	-0.1	-0.4
CN(C)CCCN1C(=O)C2CCc3[nH]c4ccccc4c3C2C1=O (configuration not stated)
  2.9	3.7	-6	1	1.4	3	-1.5	-0.1	-1	-0.3	-1.0
Cc1cc(-c2nnc(SCC(=O)NC3CCCC3)o2)no1
  2.0	-0.1	3	4	0.6	1	-1.4	0.3	-1	2.1	-1.7
O=C1COc2ccccc2CN1
  -0.1	-0.2	6	-2	-1.2	2	-0.7	0.0	-2	-0.1	0.1
Cc1ccccc1SCC(=O)NNC(=O)c1ccncc1
  -0.6	0.5	2	2	0.8	-3	0.4	1.5	7	-0.2	0.2
CO/N=C(/CS(=O)Cc1ccc(Cl)cc1)c1ccc(Cl)cc1 (configuration not stated)
  -0.3	1.1	-7	-7	-0.3	-1	-2.2	0.7	-14	0.1	-1.5
COc1cccc(C(=O)N[C@@H](Cc2cccnc2)C(=O)N2CCC[C@H]2C(=O)NCCc2ccccc2Cl)c1
  nt	0.5	-5	-5	-3.4	-2	-1.5	1.0	-4	nt	-0.7
CCOc1ccccc1NC(=O)N1C2CCCC1CC(NC(=O)C1CC1)C2 (configuration not stated)
  1.1	0.0	0	-2	-0.3	-3	-0.6	0.2	-4	2.0	-2.5
COC(=O)CSc1nc2c(c(-c3ccc(O)cc3)c1C#N)CCCC2
  3.1	0.6	-1	-7	1.2	5	-1.8	-1.4	-31	1.5	-1.6
COc1ccc(NC(=O)c2cc3c(Cl)nc4ccccc4c3s2)c(OC)c1
  1.1	0.1	-5	-20	-1.2	-2	-1.1	-0.3	-3	0.5	-1.6
O=C(CCNS(=O)(=O)c1ccc2[nH]c(=O)oc2c1)NCc1ccccc1
  2.0	0.3	8	4	-1.6	-2	-0.7	0.3	-2	0.4	-0.7
CNC(=O)C1CCC(=O)N1Cc1ccc(C)cc1 (configuration not stated)
  0.1	0.5	3	2	-1.3	-8	-1.2	0.2	11	0.5	2.2
COC(C(=O)Nc1ccc(C(C)=O)cc1)c1ccccc1 (configuration not stated)
  3.5	0.2	-5	2	1.9	0	-1.8	-0.1	4	0.5	0.6
Cc1ccc2nc(-c3ccc(N4C(=N)SC5CS(=O)(=O)CC54)cc3)sc2c1 (configuration not stated)
  3.9	-4.5	3	9	14*	5	-0.1	1.3	-11	0.6	1.6
CSc1ccc(/C=C(\NC(=O)c2ccco2)C(=O)N2CCCCC2)cc1
  0.8	0.0	0	-2	0.0	-2	-0.9	-0.2	2	0.3	-1.2
CCCOC(=O)c1ccc(N2C(=O)c3ccccc3C2=O)cc1
  0.2	-0.7	-3	-8	1.5	-2	-1.1	-0.1	15	-0.3	-2.1
COC(=O)CN1C(=O)[C@H]2[C@@H](c3ccc(C)o3)N3C(=O)CN(CC4CC4)C(=O)[C@@]3(Cc3ccccc3)[C@H]2C1=O
  1.3	-0.3	9	5	1.1	1	-0.7	0.6	1	-1.0	0.3
O=C(c1ccc(N2C(=O)c3ccccc3C2=O)cc1)N1CCCCC1
  1.5	0.2	-1	-3	0.0	-4	-1.1	0.1	9	3.5	-1.1
O=C(NCc1cccnc1)c1ccccc1-c1nc(-c2ccccc2)no1
  0.2	-0.4	7	0	0.0	2	-1.3	-0.1	2	-1.0	2.4
COc1cccc(N(CC(=O)NCCSCc2ccco2)S(=O)(=O)c2ccccc2)c1
  0.7	0.1	-2	-4	-3.0	-3	-0.8	0.0	-4	0.3	-0.3
N#C/C(=N\Nc1ccccc1)C(=N)N1CCCCCC1
  3.2	-0.4	1	4	10	2	0.7	2.4	18	6.8*	4.7
Nc1ncnc(Sc2ccc(Cl)cc2)c1[N+](=O)[O-]
  -11	-0.6	-1	-4	-1.1	-1	-1.5	-0.3	2	0.0	-2.5
O=C(c1ccccc1Cl)N1CCSCC1
  1.3	-0.2	3	6	2.7	-3	-0.9	-0.2	15	2.0	-1.3
CCOC(=O)CC(NC(=O)Cn1nnc(-c2ccccc2)n1)c1ccc(OC)cc1 (configuration not stated)
  -2.7	0.2	-4	-5	0.4	-6	-1.3	0.1	-10	-0.5	-2.4
CCOC(=O)CN1C(=O)C(CC)Oc2ccc(Cl)cc21 (configuration not stated)
  2.1	0.8	8	2	-1.4	-2	-1.0	0.4	2	1.2	-0.6
O=[N+]([O-])c1ccc(COc2ccc(-c3[nH]ncc3-c3ccc(Cl)cc3)c(O)c2)cc1
  1.8	-0.1	0	0	-0.8	-1	-2.0	-1.2	-26	-0.6	2.7
CC(=O)Nc1ccc(S(=O)(=O)N2CCSC2c2ccccc2Cl)cc1 (configuration not stated)
  0.2	0.0	-4	20	-4.4	-3	-1.5	-1.3	-10	-1.5	-2.5
O=C(CCN1C(=O)[C@@H]2Cc3ccccc3CN2C1=O)NCCc1ccccc1
  -0.1	0.5	2	-1	2.0	3	-0.9	0.6	6	0.0	-0.1
CN(C)c1ccc(Cl)cc1N
  1.5	0.4	0	0	0.0	-3	-0.7	-0.9	3	5.3*	0.3
O=C(NCCCN1CCOCC1)c1cc(C(=O)C2CC2)c[nH]1
  -3.0	0.2	4	2	0.0	-3	-0.4	0.1	1	-0.7	0.1
C=CCc1cccc(CNc2ccc(S(=O)(=O)Nc3nccnc3OC)cc2)c1O
  -2.0	0.6	2	2	-0.3	4	-0.7	0.5	-18	-0.7	0.0
CN(C)/C=N/c1c(C#N)cnn1-c1ncnc2sc(-c3ccccc3)cc12
  1.5	0.4	5	12	5.1	0	-1.4	-0.4	-4	-0.8	-0.5
CCC(=O)OC1(C)C(=O)C2=COC(c3ccc(OC)cc3)=CC2=C(Br)C1=O (configuration not stated)
  -2.6	0.4	-6	-3	0.7	2	-0.7	0.5	-13	0.4	0.0
C=CCN(CC=C)C(=S)NC(=O)/C=C/c1ccc(C)cc1
  -0.4	0.3	6	0	1.7	-4	-2.0	-0.2	-1	-0.8	-2.3
COc1ccc(C[C@@H]2CN3C(=NC[C@@H]3C)N2CCNC(=O)c2ccc(C)c(Br)c2)cc1
  -5.0	-0.4	-8	-2	2.5	0	-1.2	0.4	5	0.6	-0.6
CCCCCCOc1ccc(C(=O)O)cc1
  1.3	0.1	1	1	-0.5	0	-1.4	0.0	0	1.7	1.7
Cc1cccc(S(=O)(=O)N(C)C[C@H]2OCc3cnnn3CCCC(=O)N([C@H](C)CO)C[C@@H]2C)c1
  0.7	0.2	13	4	-1.6	-3	-1.6	0.5	2	0.1	0.9
Cc1ccc(C)c(N2C(=O)CC(Cc3ccc(Cl)cc3)C2=O)c1 (configuration not stated)
  2.8	0.0	4	-3	-1.2	-2	-1.4	-0.5	-1	1.6	0.2
Cc1c(Cl)cccc1NC(=S)NCCc1ccc(Cl)cc1
  0.8	0.3	-2	-2	1.2	2	-1.2	-0.4	2	1.6	-2.5
CCN(CC)S(=O)(=O)c1cc(C(=O)Nc2ccncc2)ccc1Cl
  -1.8	-0.2	0	-3	-7.0	-6	-2.4	-2.9	-14	-3.3	-4.0
CCOC(=O)CC(=O)CSc1nc(C)nc2c1oc1ccccc12
  3.8	-5.0	7	3	0.1	-1	-1.4	-0.4	-10	-0.1	-1.3
C#Cc1ccc([C@H]2C=C(C(=O)NCc3ccccc3)O[C@@H](OCc3ccc(CO)cc3)C2)cc1
  -1.0	-1.3	2	-1	0.2	1	-1.0	-0.5	-5	-0.5	-0.7

Screening data deposited in PubChem BioAssay by several laboratories.
